bIAP act = bovine intestinal alkaline phosphatase activators, primary screen, biochemical, bovine IAP, CDP-star luminescence. alkaline phosphatase, intestinal [Bos taurus]. purified bovine IAP, 30 min; hits give high values; fold of DMSO-control signal, blank-subtracted. activation factor at 20 µM. actives 0.17% (n = 200,000). AID 1016, 2008;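 active means activation factor of 2 or more at 20 µM, a signal rise over negative controls twice the positive control's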
TNAP inh no acc = human TNAP enzyme inhibitors, primary screen, biochemical, luminescent, no phosphate acceptor, uHTS | Alkaline phosphatase, tissue-nonspecific isozyme (Homo sapiens), P05186 | purified TNAP, CDP-star luminescence, 30 min | inhibition, % at 20 µM | actives 0.26% (n = 200,000) | AID 1012, 2008;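 active means tissue-nonspecific alkaline phosphatase inhibition above about 50% at 20 µM in the single-dose screen, limit read from the data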;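 further: 0% = DMSO negative control and 100% = EDTA positive control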
NF-kB neuron act = activators of NF-kB expression in neurons, primary screen, cell-based, HTS; fold change at 12.5 µM; human neuronal cells, NF-kB reporter expression; hits give high values; actives 1.6% (n = 190,000); in the data active means fold change above about 3.3
TNAP act hi DEA = TNAP activators at high phosphate acceptor level, primary screen, biochemical, luminescence, uHTS | purified TNAP, CDP-star luminescence, 1 M DEA, 30 min; hits give high values; 0 = EDTA background, 1 = DMSO-only activity | activation factor at 20 µM | 200,000 tested, under 10 active;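 active means activation factor at least 2 at 20 µM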
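Test system – human TNAP · Doses – 20 µM single point · Incubation – 30 min, room temperature · Signal – luminescent substrate turnover signal · Read-out basis – activation factor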
FLuc inhib CS = firefly luciferase enzyme inhibitors, primary screen, artefact control for luciferase-based inhibitor screens, biochemical, luminescence, ATPLite; Luciferin 4-monooxygenase (Photinus pyralis), P08659; 10 min; inhibition, % at 10 µM; actives 1.5% (n = 200,000); AID 1006, 2008;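 active means inhibition above about 50% when tested at 10 µM, limit read from the data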
Target sequence (P08659 whole entry, looked up): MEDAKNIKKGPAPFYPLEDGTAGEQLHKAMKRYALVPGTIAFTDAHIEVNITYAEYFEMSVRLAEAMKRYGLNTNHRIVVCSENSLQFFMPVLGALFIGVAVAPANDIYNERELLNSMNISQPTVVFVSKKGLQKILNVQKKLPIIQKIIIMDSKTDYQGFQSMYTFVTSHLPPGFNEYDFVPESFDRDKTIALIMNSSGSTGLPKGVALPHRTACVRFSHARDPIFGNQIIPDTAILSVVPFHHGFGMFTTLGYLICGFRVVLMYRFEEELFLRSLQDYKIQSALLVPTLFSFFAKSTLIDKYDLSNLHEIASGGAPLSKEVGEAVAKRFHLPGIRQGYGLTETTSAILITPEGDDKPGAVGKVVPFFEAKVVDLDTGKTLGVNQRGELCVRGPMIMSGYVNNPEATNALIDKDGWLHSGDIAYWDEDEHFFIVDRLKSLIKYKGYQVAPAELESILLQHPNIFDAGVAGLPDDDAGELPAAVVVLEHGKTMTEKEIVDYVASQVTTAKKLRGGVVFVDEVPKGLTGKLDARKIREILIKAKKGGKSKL
TNAP inh hi DEA = human TNAP enzyme inhibitors, primary screen, biochemical, luminescent, high phosphate acceptor level, uHTS; Alkaline phosphatase, tissue-nonspecific isozyme (Homo sapiens), P05186; purified TNAP, CDP-star luminescence, 1 M DEA; inhibition, % at 20 µM; actives 0.03% (n = 200,000);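 active means over 50% inhibition of tissue-nonspecific alkaline phosphatase at 20 µM in the single-dose screen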;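 further: plate controls were DMSO wells for no effect and EDTA-quenched wells as full inhibition for full effect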
PMI act satM6P = human PMI activators, high substrate, primary screen, biochemical, fluorescence intensity, near-saturating mannose 6-phosphate; Mannose-6-phosphate isomerase (Homo sapiens), P34949; coupled PMI enzyme assay, resazurin fluorescence, 20 min; hits give high values; 1 = untreated enzyme, 0 = substrate-free blank; activation factor at 20 µM; actives 0.34% (n = 190,000); AID 1216, 2008;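 active means activation factor of 2 or more at 20 µM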
Target sequence (P34949 whole entry, looked up): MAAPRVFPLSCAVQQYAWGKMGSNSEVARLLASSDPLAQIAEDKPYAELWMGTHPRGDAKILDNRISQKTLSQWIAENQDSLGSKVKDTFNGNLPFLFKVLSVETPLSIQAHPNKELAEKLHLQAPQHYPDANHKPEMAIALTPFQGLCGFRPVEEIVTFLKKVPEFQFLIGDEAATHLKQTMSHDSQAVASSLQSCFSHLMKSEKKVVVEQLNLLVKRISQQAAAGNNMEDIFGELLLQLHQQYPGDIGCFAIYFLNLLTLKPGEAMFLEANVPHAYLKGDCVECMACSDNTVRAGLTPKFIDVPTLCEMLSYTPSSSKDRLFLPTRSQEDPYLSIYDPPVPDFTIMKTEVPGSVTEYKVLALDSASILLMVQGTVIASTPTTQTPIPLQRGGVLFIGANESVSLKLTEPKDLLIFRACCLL
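Material: human phosphomannose isomerase with PGI, G6PDH, diaphorase coupling enzymes. Quantity: 15 ng/mL PMI. Medium: HEPES pH 7.4 buffer with MgCl2 and Tween-20. Reagent: Near-saturating mannose-6-phosphate, 1.0 mM. Compound: 20 µM single dose. Times: enzyme reaction with compound 20 min at room temperature. Detection: resorufin fluorescence at Ex 544/Em 590 nm.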
FLuc stim CS = FLuc activators, initial screening, artefact control for FLuc-dependent activation tests, biochemical, ATPlite luminescence. ATPlite luciferase biochemical, 10 min; 0 = ATP-free wells, 1 = DMSO control. 200,000 tested, under 10 active. activation factor at 10 µM;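 active means luciferase activation factor, scaled between plate controls, of at least 2 with compound at 10 µM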
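Assay system: Luciferase/luciferin detection reagent, cell-free biochemical luciferase assay / Also added: ATP substrate / Schedule: 10 min at ambient temperature / Measured by: luminescence measurement of luciferase light output / Benchmarks: low control with PBS replacing ATP, high control enzyme plus ATP without compound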
APP 5'UTR act = activators of APP 5'UTR luciferase reporter, primary screen, SH-SY5Y cells. SH-SY5Y APP 5'UTR luciferase reporter, luminescence; zero percent = DMSO vehicle wells. activation, % at 2 µM. actives 1% (n = 190,000). AID 1276, 2008;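 active means activation above a set limit, based on mean plus 3 SD of controls, cut at about 140% in these data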; further: values of inactives mirror those of a sister screen read the other way
PMI activator = activators of human PMI, primary screen, biochemical, fluorescence intensity, near-Km mannose 6-phosphate; purified human PMI, coupled resazurin fluorescence, 20 min; hits give high values; 1 = vehicle control, 0 substrate-free wells; activation factor at 20 µM; actives 0.005% (n = 190,000);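 active means activation factor of 2 or more at 20 µM, relative to plate controls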
Starred values were filed as active, the others as inactive; nt = not tested or not shown.

SMILES	bIAP act	TNAP inh no acc	NF-kB neuron act	TNAP act hi DEA	FLuc inhib CS	TNAP inh hi DEA	PMI act satM6P	FLuc stim CS	APP 5'UTR act	PMI activator
CCOC(=O)CN(c1cc([N+](=O)[O-])ccc1OC)S(C)(=O)=O	1.4	-4	0.82	1	-2	-3	1	1	-3	1
NC(=O)C[N+]1(CC#CC(O)(c2ccccc2)c2ccccc2)CCCC1	0.7	-9	1.1	1	-1	-3	0.9	1	20	0.6
Cc1ccc(SCCC(=O)N2CCC(C(N)=O)CC2)cc1	0.9	20	1.2	1.1	-6	-6	0.9	1.1	7	0.9
CCOC(=O)c1cnc2ccc(C(=O)OC)cc2c1NCc1ccco1	1	0	1.4	1	-3	-1	0.9	1	-1	0.9
CC(Sc1nncn1-c1ccccc1)C(=O)Nc1cccc([N+](=O)[O-])c1 (stereo not given)	0.9	-6	0.96	1	-1	-2	0.8	1	-20	0.9
CC(=O)Nc1ccccc1C(=O)C(=O)Nc1ccccc1	1	-11	1.1	1	-2	-2	1.1	1	23	1
O=C(Cn1c(=O)oc2ccccc21)Nc1nc(-c2ccccc2)cs1	0.9	-11	1.1	1	-1	0	1	1	2	1
COc1cc2c(cc1OC)CN(Cc1ccc(OC)c(C)c1OC)CC2	1.1	-12	1.2	1.1	-5	-6	0.9	1.1	4	0.9
Cc1nc(CCN2C(=O)c3ccccc3C2=O)n[nH]1	0.8	-3	0.94	1	-5	1	1.1	1	-7	1
COc1ccc(-c2cnc[nH]2)cc1	1	-6	1.6	1	-1	-4	1.1	1	-19	1.2
Cc1cc(NC(=O)c2ccccc2Cl)no1	1	-11	1.8	1	28	-3	1	0.7	47	1
Cc1[nH]nc2c1C(c1cccs1)C1=C(CC(C)(C)CC1=O)N2 (stereo not given)	1.4	-3	0.77	1.1	-10	-6	1	1.1	9	1
CC(C)(O)C(=O)NN(Cc1ccccc1)c1ccccc1	1	-4	1.1	1	-2	1	1	1	2	1.1
CCN(CC)CCCNC(=S)N(Cc1cccnc1)Cc1cc2cc(C)cc(C)c2[nH]c1=O	1	-2	0.68	1	-4	2	nt	1	3	nt
CCCn1c2c(c(O)c(C(=O)Nc3ccccc3)c1=O)CCCC2	0.6	-11	1.2	1.1	-7	-8	1	1.1	11	1.1
O=C(Cn1cc2c(n1)CCCC2)Nc1cc(-c2cccc(Cl)c2)no1	0.8	-23	1.1	1.1	-6	-6	0.7	1.1	21	0.8
CCOC(=O)C1=C2N(C)c3ccccc3N2CCC1=O	0.9	-15	0.94	1.1	-5	-6	0.9	1.1	-2	0.9
Cc1nn(C)cc1C(C(=O)NC1CCCCC1)N(C(=O)Cn1nnc2ccccc21)c1ccc(F)cc1 (stereo not given)	0.9	-8	1.1	1	-2	1	1.1	1	nt	1.1
ClCC1NCC(c2ccccc2Cl)c2c1[nH]c1ccccc21 (stereo not given)	1	-10	1	1	-3	-3	1.1	1	5	1.2
c1cncc(-c2nc(-c3ccco3)cs2)c1	1	-7	0.84	1	2	-2	1.8	1	13	1.4
CC1(CCC#N)N=C(SCCC#N)N(c2ccccc2)C1=O (stereo not given)	1	-7	0.82	1	-1	-3	0.9	1	-7	0.9
CC1CCC2C(=O)N(c3ccc(C(=O)NCc4ccccc4)cc3)C(=O)C2C1 (stereo not given)	1	-14	1.1	1	-6	0	0.9	1.1	4	1
CCOC(=O)c1cc2sccc2n1Cc1ccccc1	0.9	-3	0.91	1	-4	-2	0.9	1	6	0.9
N=c1oc2ccccc2cc1C(=O)N/N=C/c1ccccc1	0.9	49	1.7	1	57*	0	1.1	0.4	-11	1.2
O=C1c2ccsc2SCCN1Cc1ccccc1Cl	0.7	-8	0.96	1.1	-9	-7	1	1.1	-30	1
CC(C)CN(C(=O)COC(=O)c1ccc2ccccc2n1)C1CCS(=O)(=O)C1 (stereo not given)	1.2	-5	0.88	1.1	-9	-5	1.1	1.1	15	1.1
CCOc1ccccc1C(=O)NC1CC2CCCC(C1)N2Cc1ccccc1 (stereo not given)	1	-10	0.86	1.1	-10	-6	1.1	1.1	18	1.1
Cc1c(/C=C/C(=O)c2cccs2)cnn1C	1.3	-14	2.3	1.1	43	-6	1	0.6	11	1
CC1CN(C(=O)c2cccs2)CC(C)O1 (stereo not given)	0.9	-5	0.71	1	-2	2	1	1	2	1
CCOC(=O)NC(=O)C(=CNc1ccccc1OC)C(=O)NC(=O)OCC	0.9	-10	1.4	1	0	-4	1	1	-6	1.1
Cc1c(NC(=O)C(C)OC(=O)c2cccc(S(=O)(=O)N(C)C)c2)c(=O)n(-c2ccccc2)n1C (stereo not given)	0.9	-2	1	1	2	4	1.2	1	15	1.3
CC(CCCCC(=O)Nc1ccc(C(F)(F)F)cc1)NCCc1cnc[nH]1 (stereo not given)	1.7	-98	nt	1.1	-6	-7	1	1.1	nt	1
CCOC(=O)c1c(NC(=S)Nc2cc([N+](=O)[O-])ccc2OC)sc2c1CCCCC2	0.8	-3	0.73	1	-5	0	0.9	1.1	10	0.7
Cc1c(=O)n(OCc2ccc(Cl)cc2)c2ccccc2[n+]1[O-]	0.9	-6	1.1	1.1	-3	-5	0.9	1	-11	0.9
O=C(CSc1nnc(Cc2ccc(Cl)cc2)o1)Nc1ccccc1	1	-38	1.1	1	-5	-3	0.9	1	-6	0.9
O=c1[nH]c(CN2CCN(c3ccc(F)cc3)CC2)nc2ccccc12	1	-6	1.1	1	-8	-3	1	1.1	0	1

Among those listed so far, these have an NH in an aromatic ring:
SMILES	bIAP act	TNAP inh no acc	NF-kB neuron act	TNAP act hi DEA	FLuc inhib CS	TNAP inh hi DEA	PMI act satM6P	FLuc stim CS	APP 5'UTR act	PMI activator
Cc1nc(CCN2C(=O)c3ccccc3C2=O)n[nH]1	0.8	-3	0.94	1	-5	1	1.1	1	-7	1
COc1ccc(-c2cnc[nH]2)cc1	1	-6	1.6	1	-1	-4	1.1	1	-19	1.2
Cc1[nH]nc2c1C(c1cccs1)C1=C(CC(C)(C)CC1=O)N2 (stereo not given)	1.4	-3	0.77	1.1	-10	-6	1	1.1	9	1
CCN(CC)CCCNC(=S)N(Cc1cccnc1)Cc1cc2cc(C)cc(C)c2[nH]c1=O	1	-2	0.68	1	-4	2	nt	1	3	nt
ClCC1NCC(c2ccccc2Cl)c2c1[nH]c1ccccc21 (stereo not given)	1	-10	1	1	-3	-3	1.1	1	5	1.2
CC(CCCCC(=O)Nc1ccc(C(F)(F)F)cc1)NCCc1cnc[nH]1 (stereo not given)	1.7	-98	nt	1.1	-6	-7	1	1.1	nt	1
O=c1[nH]c(CN2CCN(c3ccc(F)cc3)CC2)nc2ccccc12	1	-6	1.1	1	-8	-3	1	1.1	0	1

Fetched by structure from above (four):
SMILES	bIAP act	TNAP inh no acc	NF-kB neuron act	TNAP act hi DEA	FLuc inhib CS	TNAP inh hi DEA	PMI act satM6P	FLuc stim CS	APP 5'UTR act	PMI activator
CCOC(=O)NC(=O)C(=CNc1ccccc1OC)C(=O)NC(=O)OCC	0.9	-10	1.4	1	0	-4	1	1	-6	1.1
CC(CCCCC(=O)Nc1ccc(C(F)(F)F)cc1)NCCc1cnc[nH]1 (stereo not given)	1.7	-98	nt	1.1	-6	-7	1	1.1	nt	1
CCOc1ccccc1C(=O)NC1CC2CCCC(C1)N2Cc1ccccc1 (stereo not given)	1	-10	0.86	1.1	-10	-6	1.1	1.1	18	1.1
O=C1c2ccsc2SCCN1Cc1ccccc1Cl	0.7	-8	0.96	1.1	-9	-7	1	1.1	-30	1

(list continues)
SMILES	bIAP act	TNAP inh no acc	NF-kB neuron act	TNAP act hi DEA	FLuc inhib CS	TNAP inh hi DEA	PMI act satM6P	FLuc stim CS	APP 5'UTR act	PMI activator
O=C1c2cccc3c(N4CCOCC4)c([N+](=O)[O-])cc(c23)C(=O)N1c1cccc2ccccc12	0.9	-8	0.69	0.9	5	8	1.1	1	-14	1.1
COc1ccc(OC)c(C2C3=C(CCCC3=O)Nc3c2c(=O)n(C)c(=O)n3C)c1 (stereo not given)	1	-12	0.93	1.1	-10	-8	1	1.1	11	0.9
C/C(=N\NC(=O)c1ccccc1)c1ccc(NC(=O)c2cccs2)cc1	1	-16	1.3	1	-1	-2	0.9	1	79	0.9
c1cnc2ccc(C(c3nnnn3C3CCCC3)N3CCN(c4nc5ccccc5s4)CC3)cc2c1 (stereo not given)	0.9	-3	0.5	1	-6	-2	0.9	1.1	15	0.9
O=C(CC(=O)c1cccc([N+](=O)[O-])c1)Nc1ccccc1Cl	1	1	1.3	0.9	25	6	1.1	0.7	-8	1.1
Cc1cc(NCCN2CCOCC2)c2ccc3ccccc3c2n1	1.2	-7	1.4	1	-6	-2	nt	1.1	5	nt
Cc1sc2nc(C3CCCCC3)nc(SCC(=O)N3CC(=O)Nc4ccccc43)c2c1C	0.9	-6	1	1	-3	-1	0.9	1	0	0.9

Screening results: PubChem BioAssay, several laboratories
